GAA inhib – qHTS Assay for Inhibitors of Human alpha-Glucosidase as a Potential Chaperone Treatment of Pompe Disease. actives 0.005% (n = 200,000). Lysosomal alpha-glucosidase (Homo sapiens), P10253. Potency, µM (titrated, usually from 76.9 µM), without a hit: top-dose activity change, negative = inhibition, actives largely listed as inhibitors. purified human GAA, 4-MU-alpha-glucoside fluorescence;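 further: plate controls were uninhibited enzyme wells for no effect and no-enzyme background for full effect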
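Read-out is 4-methylumbelliferone fluorescence (Ex 365/Em 440 nm) after NaOH/glycine stop at pH 10. Enzyme 4 nM, substrate 400 uM, pH 5.0 citrate buffer, 20 min room temperature; AC50 from Hill-equation concentration-response.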
JMJD2E inh – qHTS Assay for Inhibitors of Human Jumonji Domain Containing 2E (JMJD2E) | Lysine-specific demethylase 4E (Homo sapiens), B2RXH2 | JMJD2E catalytic domain, FDH-coupled NADH fluorescence (FDH is formaldehyde dehydrogenase) | Potency, µM (titrated, usually from 57.1 µM), for inactives: at the top dose activity change, negative = inhibition, usual class: inhibitors | actives 1.6% (n = 230,000) | AID 2147, 2009; active means well fitted inhibition curve with a large enough effect, not every such curve was filed as active; inconclusive means small, poorly fitted or top-dose-only effect, or another doubt; inactive means no such curve, though single readings can be large or run the other way;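 further: 0% = wells with enzyme and -100% = buffer wells without enzyme; nearly all actives have a fitted effect of over 50% in size; many of its hits are not listed in these tables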
Target sequence (B2RXH2 1-337 limits assumed): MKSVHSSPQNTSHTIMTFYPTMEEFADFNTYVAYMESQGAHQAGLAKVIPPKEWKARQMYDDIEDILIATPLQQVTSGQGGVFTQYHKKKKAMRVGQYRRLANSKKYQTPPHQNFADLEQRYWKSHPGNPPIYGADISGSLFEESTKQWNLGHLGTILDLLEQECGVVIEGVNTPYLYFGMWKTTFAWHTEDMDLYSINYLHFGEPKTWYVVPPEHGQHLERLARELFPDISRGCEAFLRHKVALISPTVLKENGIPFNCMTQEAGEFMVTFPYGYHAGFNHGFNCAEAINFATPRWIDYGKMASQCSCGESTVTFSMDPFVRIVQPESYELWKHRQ
GAA glycogen – qHTS Assay for Inhibitors and Activators of Human alpha-Glucosidase Cleavage of Glycogen. actives 0.38% (n = 300,000). recombinant GAA, glycogen substrate, Amplex Red glucose oxidase fluorescence. AID 2100, 2009. Potency, µM (top dose mostly 76.4 µM), for the others: top-dose activity change, negative = inhibition, actives largely listed as inhibitors. Lysosomal alpha-glucosidase (Homo sapiens), P10253;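 further: 0% = full enzyme reaction and -100% = no-enzyme basal signal; the screen sought inhibitors and activators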
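Recombinant enzyme (4 nM final) with compounds titrated up to 77 uM and bovine liver glycogen (30 ug) in citrate pH 5.0, 0.01% Tween-20, 37 C 40 min. Released glucose detected by Amplex Red/glucose oxidase (Ex 573/Em 610); AC50 from Hill fits.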
ALDH1A1 inh – qHTS Assay for Inhibitors of Aldehyde Dehydrogenase 1 (ALDH1A1); Aldehyde dehydrogenase 1A1 (Homo sapiens), P00352; Purified ALDH1A1, NADH fluorescence, propionaldehyde substrate; Potency, µM (titrated, usually from 75.3 µM), for the others: at the top dose activity, negative = inhibition, most hits filed as inhibitors; actives 7.3% (n = 220,000); active means well fitted inhibition curve with a large enough effect, not every such curve was filed as active; inconclusive means small, poorly fitted or top-dose-only effect, or another doubt; inactive means no such curve, though single readings can be large or run the other way;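 further: plate controls were no enzyme wells and a reference inhibitor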
GLA spleen mod – qHTS Assay for Inhibitors and Activators of Human alpha-Galactosidase From Spleen Homogenate; human spleen homogenate, 4MU-alpha-Gal fluorescence, 40 min; Potency, µM (top dose mostly 80 µM), without a hit: top-dose activity change, negative = inhibition, most hits filed as inhibitors; actives 0.008% (n = 240,000);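 further: 0% = enzyme with vehicle and -100% = no enzyme basal signal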
Target sequence (P06280 32-429 limits assumed): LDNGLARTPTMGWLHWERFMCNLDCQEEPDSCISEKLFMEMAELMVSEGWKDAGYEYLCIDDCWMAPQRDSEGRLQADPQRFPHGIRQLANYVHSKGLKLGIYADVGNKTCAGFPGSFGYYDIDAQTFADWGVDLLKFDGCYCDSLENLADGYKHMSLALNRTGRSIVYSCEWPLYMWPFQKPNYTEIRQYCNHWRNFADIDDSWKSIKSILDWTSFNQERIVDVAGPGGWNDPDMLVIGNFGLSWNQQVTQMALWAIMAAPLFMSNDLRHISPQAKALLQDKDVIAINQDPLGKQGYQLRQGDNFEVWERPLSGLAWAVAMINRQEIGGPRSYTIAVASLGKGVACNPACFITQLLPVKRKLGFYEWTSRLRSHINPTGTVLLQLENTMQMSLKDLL
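qHTS titration in buffer at pH 5.0. Alpha-galactosidase activity in spleen homogenate was measured via 4-methylumbelliferone release from 1 mM fluorogenic substrate after 40 min at 37C and a pH 10 stop. AC50 came from Hill fits of control-normalized data.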
RGS12 GoLoco inh – qHTS Assay for Inhibitors of RGS12 GoLoco Motif Activity (Red Fluorophore); actives 0.44% (n = 230,000); Potency, µM (highest dose often 61.6 µM), for the others: at the top dose activity, negative = inhibition, actives largely listed as inhibitors; Guanine nucleotide-binding protein G(i) subunit alpha-1 (Homo sapiens), P63096; Gai1:RGS12 GoLoco peptide FP, rhodamine, 10 min; active means well fitted inhibition curve with a large enough effect, not every such curve was filed as active; inactive means no such curve, though single readings can be large or run the other way; further: on the % scale 0 is the no-effect control and ±100 the full control effect; nearly all actives have a fitted effect of over 30% in size; many of its hits are not listed in these tables
Target sequence (P63096 whole entry, looked up): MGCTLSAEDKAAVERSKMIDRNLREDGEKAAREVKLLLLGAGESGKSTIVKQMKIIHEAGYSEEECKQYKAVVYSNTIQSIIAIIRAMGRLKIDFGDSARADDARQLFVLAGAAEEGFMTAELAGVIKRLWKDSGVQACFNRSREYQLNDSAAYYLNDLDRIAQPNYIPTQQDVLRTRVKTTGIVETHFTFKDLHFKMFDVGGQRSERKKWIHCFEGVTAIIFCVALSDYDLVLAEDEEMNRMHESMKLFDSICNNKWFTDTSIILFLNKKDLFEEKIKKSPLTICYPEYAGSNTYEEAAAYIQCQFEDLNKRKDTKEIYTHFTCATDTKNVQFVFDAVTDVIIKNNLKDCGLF
SMN2 splice enh – qHTS Assay for Enhancers of SMN2 Splice Variant Expression | HEK293 SMN2-luciferase splicing reporter, luminescence, 30-36 h | Potency, µM (highest dose often 46.1 µM), for inactives: at the highest dose activity change, positive = activation, usual class: activators | actives 2.8% (n = 210,000) | AID 1458, 2008; further: % of control where 0% means no effect; nearly all actives have a fitted effect of over 55% in size
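HEK293 cells carry an SMN2 minigene-luciferase reporter in which exon 7 inclusion puts luciferase in frame. Cells were seeded at 2000 cells/well, attached for 10-12 hours, then exposed to compounds for 30-36 hours at 37C before ONE-Glo luminescence.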
GAA spleen mod – qHTS Assay for Inhibitors and Activators of Human alpha-Glucosidase From Spleen Homogenate | Potency, µM (titrated, usually from 79.9 µM), for the others: top-dose activity change, negative = inhibition, actives largely listed as inhibitors | human spleen homogenate, 4-MU-alpha-glucoside fluorescence | AID 2112, 2009 | actives 0.006% (n = 240,000) | Lysosomal alpha-glucosidase (Homo sapiens), P10253;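 further: 0% = enzyme with vehicle and -100% = no enzyme basal signal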
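Compounds were titrated against alpha-glucosidase in spleen homogenate at pH 5.0, with 1 mM 4-methylumbelliferyl substrate for 40 min at 37 C. Reactions were quenched with pH 10 NaOH/glycine and fluorescence measured.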
* = called active by the depositor; ? = inconclusive; · = no result given; & = joins results of further samples; [ ] = another dose, or the depositor's remark. Unless noted, the call rests on the fitted dose curve; in most records, active means well fitted curve in the direction sought with a large enough effect; inconclusive means small, poorly fitted or top-dose-only effect, or another doubt; inactive means no such curve, though single readings can be large; an effect the other way counts as inactive or inconclusive. Potency means the concentration at half of the fitted maximal effect. This is a subset; rates above refer to the full screens.

The line under a structure holds: GAA inhib	JMJD2E inh	GAA glycogen	ALDH1A1 inh	GLA spleen mod	RGS12 GoLoco inh	SMN2 splice enh	GAA spleen mod
- COc1ccc(C(Nc2cc(C)ccn2)c2ccc3ccc(C)nc3c2O)cc1 (stereo unspecified)
→ ·	?	?	·	9%	-32%	·	4%
- CCOC(=O)c1c(N2C(=O)C3CC(C)=C(C)CC3C2=O)sc(C)c1C (stereo unspecified)
→ -4%	-3%	-2%	6%	2%	7%	?	2%
- O=C(CC1SC(=NC2CCCCC2)NC1=O)Nc1ccccc1 (stereo unspecified)
→ -4%	6%	·	-3%	-1%	-5%	-4%	1%
- CCC1CCCCN1C(=O)COC(=O)c1n[nH]c2ccccc12 (stereo unspecified)
→ 7%	?	3%	-2%	0%	1%	-4%	5%
- Cc1cccc(-n2c(C)cc(/C=C3/C(=N)N4C(c5ccccc5)=CSC4=NC3=O)c2C)c1
→ 2%	15%	-3%	4%	7%	26%	-21%	-6%
- O=C(O)CSc1nnc(-c2ccc(S(=O)(=O)N3CCCC3)cc2)n1Cc1ccco1
→ -13%	-2%	3%	?	4%	8%	-11%	-7%
- CCOc1ccc(NC2c3ccccc3C(=O)N2Cc2ccc3c(c2)OCO3)cc1 (stereo unspecified)
→ -12%	2%	7%	?	5%	6%	-9%	-1%
- COc1ccc2cnnc(SCC(=O)Nc3ccc(C(=O)O)cc3)c2c1OC
→ 1%	?	12%	?	-1%	7%	-1%	-1%
- C#CCOCCOCCOCCNc1nc(N2CCN(C(=O)Cn3cc(CC(C)O)nn3)CC2)nc(N2CCN(C(=O)[C@H](C)n3cc(CCCN=C(N)N)nn3)CC2)n1 (stereo partly specified)
→ -13%	-27%	11%	2%	3%	-2%	-4%	-9%
- O=C1N=c2ccccc2=C1c1sc(Nc2ccc(O)cc2)nc1O
→ -18%	1%	1%	?	3%	43%[activator]	9%	-2%
- O=C(NCc1ccco1)C1CCCN(S(=O)(=O)c2cccc3nonc23)C1 (stereo unspecified)
→ 0%	2%	6%	?	3%	16%	-11%	1%
- CC(=Nc1ccc(Br)cc1)c1sc2ccccc2c1O
→ ·	?	-6%	·	4%	6%	·	1%
- CN(Cc1ccccc1)c1ccc2nnc(-c3ccccc3)n2n1
→ -4%	?	5%	7%	1%	7%	-21%	-8%
- O=C(c1ccco1)N(CCC(c1ccccc1)c1ccco1)Cc1ccco1 (stereo unspecified)
→ -5%[15.4 µM]	?	-10%	3.5µM*	1%	21%	-10%	-6%
- COCc1ccc(C(=O)N2CCCC(CCC(=O)NCc3ccccc3F)C2)o1 (stereo unspecified)
→ -7%	-1%	12%	?	-3%	-3%	·	2%
- Cn1nnc(C(O)CNCc2ccc(Cl)cc2)n1 (stereo unspecified)
→ 5%	-9%	4%	-9%	-2%	4%	-21%	-4%
- CCCCCC(=O)NNC1CC(=O)N(c2ccccc2)C1=O (stereo unspecified)
→ ·	2%	-4%	·	6%	3%	·	-1%
- Cc1ccc(C(=O)NNC(=O)CCC(=O)Nc2cccc(Cl)c2C)cc1
→ 2%	2%	18%	19%	1%	12%	-2%	-6%
- O=C1NCC(COCc2ccco2)O1 (stereo unspecified)
→ -3%	-3%	1%	-9%	5%	3%	-10%	0%
- Clc1ccc(-c2csc(Nc3ccccc3)[n+]2Cc2ccco2)c(Cl)c1
→ 2%	-2%	-6%	18µM*	3%	1%	-47%[inhibitor]	-3%
- O=C(COc1ccc(N2C(=O)c3ccccc3C2=O)cc1)c1ccccc1
→ -1%	9%	3%	3%	-11%	11%	4%	-10%
- O=C(Nc1ccc2c(c1)nc1n2CCOC1)c1ccccc1
→ -1%	3%	1%	-2%	-4%	2%	23%	-5%
- CCc1ccc(NC(=O)c2noc3c2CCC3)cc1
→ -6%	-2%	2%	-13%	-9%	19%	13µM*	-6%
- Cc1csc2nc(CNS(=O)(=O)N(C)C)cn12
→ 11%	7%	2%	12%	7%	1%	-11%	3%
- Cc1cc(NC(=O)CSc2nnc(-c3c[nH]c4ccccc34)n2-c2ccc(Cl)cc2)no1
→ -1%	5%	6%	6%	-8%	-2%	-16%	-8%
- O=C(CSc1nnc(CCCN2C(=O)c3cccc4cccc(c34)C2=O)n1-c1ccccc1)N1CCCCC1
→ ?	?	-9%	?	12%	3%	-43%[inhibitor]	-4%
- O=C(c1cccc(F)c1)N1CCC2(CC1)CCN(c1ccc(-c3ccccc3)cc1)CC2
→ ·	·	·	-7%	2%	4%	-11%	9%
- O=C(Nc1ccc2c(c1)OCO2)c1cccc(S(=O)(=O)N2CCCC2)c1
→ -11%	-3%	-8%	?	2%	5%	-14%	-2%
- CCCC(=O)Nc1ccc2c(c1)nc(CN1CCCC1)n2C
→ 4%	-6%	3%	6%	-9%	-2%	24%	-6%
- O=c1[nH][nH]cc1C=NCc1cccc(C(F)(F)F)c1
→ -2%	6%	-9%	5%	-4%	6%	-9%	·
- O=C(Nc1ccc(Cl)cc1)N1CCCC(Cn2cccc2)C1 (stereo unspecified)
→ ·	5%	4%	·	4%	2%	·	0%
- COc1cc(NC(=O)CSc2nccc(C)n2)c(C)cc1[N+](=O)[O-]
→ 9%	8%	10%	-9%	-8%	16%	-16%	-5%
- CC(=O)NS(=O)(=O)c1ccc(NC(=O)c2cc3c(=O)n4ccccc4nc3s2)cc1
→ ·	?	0%	·	18%	17%	·	-23%
- CC(C)(C)c1[nH]nc2c1C(c1ccc(OC(=O)c3ccco3)cc1)C(C#N)=C(N)O2 (stereo unspecified)
→ -2%	-7%	-9%	4.5µM*	14%	1%	6%	-6%
- COc1ccc(OC)c(C(c2nnnn2CCc2ccccc2)N2CCN(c3ccccc3)CC2)c1 (stereo unspecified)
→ -4%	-5%	-19%	5%	7%	6%	3%	4%
- Clc1ccc(COc2cccc(CNCc3ccncc3)c2)cc1
→ 5%	11%	-21%	0%	5%	5%	-80%[inhibitor]	1%
- CCOC(=O)C1=C(N)OC2=C(C(=O)CC(C)C2)C1c1cccnc1 (stereo unspecified)
→ 4%	4%	-5%	-4%	-6%	-9%	-20%	-3%
- O=C(Nc1c(C(=O)O)[nH]c2ccccc12)NC1CCCCC1
→ 1%	?	?	?	5%	-12%	3%	-7%
- Nc1cc(CN2C(=O)c3ccccc3C2=O)cc(Cl)c1O
→ -6%	-9%	7.9µM*	?	3%	-2%	3%	1%
- O=c1c2c3c(sc2ncn1Cc1ccc(F)cc1)CCC3
→ -2%	-4%	9%	-2%	-3%	64%[activator]	-29%	-3%
- O=C(Cn1ncc(Cl)c(Cl)c1=O)NCC1CCCCC1
→ -1%	-3%	15%	22µM*	1%	-8%	-100%[inhibitor]	0%
- CC(=O)c1cccc(N=C2NC(=O)CS2)c1
→ 1%	3%	0%	11%	2%	-7%	-7%	2%
- COc1ccccc1CNC(=O)COC(=O)c1cnccn1
→ 1%	0%	10%	2%	-1%	13%	-4%	0%
- CC(C)OC(=O)Nc1ccc2c(c1)N(C(=O)CCN1CCN(CCO)CC1)c1ccccc1CC2
→ 11%	-5%	-5%	4%	6%	-2%	·	3%
- COC(=O)c1cccc(NC(=O)Nc2ccc(Cl)cc2Cl)c1
→ ·	-9%	5%	·	5%	0%	·	3%
- C=CCSc1nc(=O)n2ccccc2n1
→ -1%	-5%	5%	1%	0%	-5%	1%	13%
- CC(=O)Nc1ccc(N/C=C(\C=O)c2nc3ccccc3o2)cc1
→ -1%	?	-8%	?	5%	-6%	·	3%
- Cc1ccc(-c2nc(NCc3ccco3)n(C(=O)c3ccco3)n2)cc1
→ 8%	?	4%	?	-1%	-3%	·	1%
- CC(C)(C)NC(=O)C(=O)NCc1ccccn1
→ -1%	2%	3%	7%	-11%	1%	24%	·
- Cn1cnnc1SCC(=O)c1c(N)n(Cc2ccccc2)c(=O)n(C)c1=O
→ 2%	10%	0%	4%	-6%	5%	11%	4%
- CCCCn1c(SCC(=O)N2CCCc3ccccc32)nc2c1c(=O)n(C)c(=O)n2C
→ -14%	2%	9%	4%	5%	1%	-3%	7%
- Cc1cc(C)n(CCNC(=O)c2cc(COc3ccc4ncccc4c3)on2)n1
→ ·	-9%	-7%	·	9%	0%	·	3%
- CCCCn1c(N)c(N(CCC(C)C)C(=O)CSc2nnc(Nc3ccccc3)s2)c(=O)[nH]c1=O
→ -2%	-8%	-13%	-2%	-1%	15%	12%	-1%
- Cc1ccc(NCc2n[nH]c(=S)n2-c2ccccc2)c(C)c1
→ -3%	6%	3%	11%	7%	-9%	-32%[inhibitor]	-2%
- COc1ccccc1-c1ccc(SCc2cccc(F)c2)nn1
→ -1%	-16%	-5%	1%	-4%	1%	23%	-2%
- Cc1ccc2ccc(C(Nc3ccccn3)c3ccccc3)c(O)c2n1 (stereo unspecified)
→ -12%[15.4 µM]	?	-9%[76.3 µM]	-14%	-21%	0%	-10%&-1%	-14%
- COc1ccc(NC(=O)CSc2n[nH]c(C)c2[N+](=O)[O-])cc1
→ -2%	4%	-14%	5%	2%	9%	21%	2%
- Cc1cc(C)n2[nH]c(=O)c(N=Nc3ccc(S(N)(=O)=O)cc3)c2n1
→ ?	?	-5%	2%	-5%	13%	·	-1%

GAA glycogen, entries above that show a hit
canonical_smiles | GAA inhib | JMJD2E inh | GAA glycogen | ALDH1A1 inh | RGS12 GoLoco inh | GAA spleen mod
Nc1cc(CN2C(=O)c3ccccc3C2=O)cc(Cl)c1O | -6% | -9% | 7.9µM* | ? | -2% | 1%

Compound activity from PubChem BioAssay.
